# HCMV inh – qHTS Assay for inhibitors of the human cytomegalovirus (HCMV). 410,000 tested, 4.5% active. activity change, negative = inhibition, % at 57.5 µM. HFF cells, HCMV-luciferase reporter, 72 h; stronger effect = lower value; in the data active = activity change below about -60%; inconclusive = no clear call, values can overlap the other calls; inactive = above about -39%
#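 HFF cells seeded 16 h at 37C, treated with compounds, infected with luciferase-reporter HCMV at MOI 1 PFU/cell; luciferase read at 72 h post infection, normalized to buffer-only and Salinomycin controls.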
# AmpC inh detg – qHTS Inhibitors of AmpC Beta-Lactamase (assay with detergent). P00811. 370,000 tested, 0.041% active. AID 485294, 2010. AmpC hydrolysis of nitrocefin, absorbance 480 nm, 0.01% Triton. Potency, µM (doses to about 114 µM), for inactives: at the highest dose activity change, negative = inhibition, most hits filed as inhibitors;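 note: potency is the fitted concentration of half-maximal effect; 0% = no-compound wells and -100% = no-enzyme wells; nearly all actives have a fitted effect of over 25% in size; some results filed as inactive show a strong effect at the top dose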
# Target sequence (P00811 whole entry, looked up): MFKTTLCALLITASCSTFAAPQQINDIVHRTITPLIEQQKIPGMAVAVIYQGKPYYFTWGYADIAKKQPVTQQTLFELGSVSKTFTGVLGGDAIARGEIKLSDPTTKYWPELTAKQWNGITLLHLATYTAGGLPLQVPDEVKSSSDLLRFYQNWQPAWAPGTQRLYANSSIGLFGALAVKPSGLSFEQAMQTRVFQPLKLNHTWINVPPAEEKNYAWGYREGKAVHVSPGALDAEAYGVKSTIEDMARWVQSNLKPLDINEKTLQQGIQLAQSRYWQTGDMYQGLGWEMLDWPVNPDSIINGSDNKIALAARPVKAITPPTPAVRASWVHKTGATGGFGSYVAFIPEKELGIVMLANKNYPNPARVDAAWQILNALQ
#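 20 mM phosphate pH 7.0 + 0.01% (detergent screen) or 0.0001% Triton X-100; 5.3 nM AmpC reagent; cpd preinc 15 min RT; nitrocefin (800 uM stock) to start; A480 q20 s × 4 min; Activity was normalised to no-enzyme and no-compound control wells.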
# FBPA Giardia inh – qHTS Assay for Inhibitors of Fructose-1,6-bisphosphate Aldolase from Giardia Lamblia; A8B2U2; purified Giardia FBPA; Potency, µM (series often up to 59.6 µM), for the others: at the top dose activity, negative = inhibition, hits mostly inhibitors; 290,000 tested, 0.71% active; note: potency is the fitted concentration of half-maximal effect; nearly all actives have a fitted effect of over 55% in size
# Target sequence (A8B2U2 whole entry, looked up): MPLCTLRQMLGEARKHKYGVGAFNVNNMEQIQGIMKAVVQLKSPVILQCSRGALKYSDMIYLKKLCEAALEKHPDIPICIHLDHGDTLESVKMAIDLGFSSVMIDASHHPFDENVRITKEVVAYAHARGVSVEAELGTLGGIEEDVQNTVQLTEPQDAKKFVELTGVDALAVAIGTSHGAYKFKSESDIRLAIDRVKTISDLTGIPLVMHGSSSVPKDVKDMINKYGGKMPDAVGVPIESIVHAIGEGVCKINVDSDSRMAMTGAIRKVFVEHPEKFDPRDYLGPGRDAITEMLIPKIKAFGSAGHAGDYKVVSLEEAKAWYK
#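 40 nM FBPA preincubated 10 min at RT with compound (up to 57.5 uM final), then substrate plus GAPDH/TPI/NAD/arsenate coupling and diaphorase/resazurin added. Fluorescence read after 20 min at RT, 525/598 nm.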
# Sm TGR block – qHTS Assay for the Inhibitors of Schistosoma Mansoni Peroxiredoxins; Schistosoma mansoni thioredoxin glutathione reductase (TGR), Q962Y6; purified TGR, DTNB reduction, TNB absorbance 405 nm; Potency, µM (series often up to 114 µM), for the others: at the top dose activity change, negative = inhibition, most hits filed as inhibitors; 360,000 tested, 3% active; note: potency is the fitted concentration of half-maximal effect; nearly all actives have a fitted effect of over 60% in size
#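 Kinetic colorimetric format: TGR-catalysed, NADPH-driven DTNB reduction monitored via TNB absorbance. Enzyme dispensed at 20 nM; compound exposure 15 min at room temperature before reaction start.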
# AMA1-RON2 inh – qHTS for Inhibitors of AMA1-RON; Towards Development of Antimalarial Drug Lead: Primary Screen; Plasmodium falciparum AMA1 (3D7) - RON2 peptide interaction; AlphaScreen AMA1-biotinylated RON2 peptide binding; Potency, µM (top dose mostly 58.2 µM), inactives show at the top dose activity change, negative = inhibition, usual class: inhibitors; 360,000 tested, 0.2% active;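 note: potency is the fitted concentration of half-maximal effect; 0% = vehicle wells and -100% = peptide control; nearly all actives have a fitted effect of over 45% in size; some results filed as inactive show a strong effect at the top dose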
#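 AMA1 (3D7) with his tag at 25 nM final met compounds first, then biotinylated RON2 peptide at 25 nM; detection used donor plus acceptor beads, 10 µg/mL apiece, read by AlphaScreen after 30 min at room temperature.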
# AmpC inh no detg – qHTS Inhibitors of AmpC Beta-Lactamase (assay without detergent). AmpC nitrocefin hydrolysis, absorbance 480 nm, 0.0001% Triton. Potency, µM (series often up to 57.1 µM), inactives show top-dose activity change, negative = inhibition, actives largely listed as inhibitors. P00811. 330,000 tested, 0.52% active;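 note: potency is the fitted concentration of half-maximal effect; plate controls were no compound for no effect and no enzyme for full effect; nearly all actives have a fitted effect of over 20% in size; some results filed as inactive show a strong effect at the top dose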
#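 AmpC (5.3 nM in the dispensed reagent) in 20 mM phosphate pH 7.0 with 0.01% (detergent screen) or 0.0001% Triton X-100 was preincubated with compounds for 15 min at room temperature. Nitrocefin was then added from an 800 uM solution, and hydrolysis was followed at 480 nm.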
# * marks the source's active call; other numbers are inactive results; u = inconclusive; x = not tested or not shown; [ ] = dose if it differs, or a comment. Unless noted, calls come from the whole dose curve; as a rule, active = well fitted curve in the direction sought with a large enough effect; inconclusive = small, poorly fitted or top-dose-only effect, or another doubt; inactive = no such curve, though single readings can be large; an effect the other way counts as inactive or inconclusive. Unless noted, % is set by controls: 0 for no effect and ±100 for the full control effect.
Structure | HCMV inh | AmpC inh detg | FBPA Giardia inh | Sm TGR block | AMA1-RON2 inh | AmpC inh no detg
CC(C(=O)Nc1ccc(F)c(F)c1)N1CCN(C)CC1 (centres undefined) | 2 | 3% | u | -1% | -10% | -16%
CCOC(=O)c1ccccc1NC(=O)CSc1nc2ncccc2[nH]1 | -30 | 13% | x | 1% | x | x
O=C(Nc1ccccc1)c1ccccc1NC(=O)C(F)(F)F | 20 | -5% | 0% | -10% | 2% | -28%
Cc1c([N+](=O)[O-])cc(C(=O)NCc2ccc(F)cc2)cc1[N+](=O)[O-] | -21 | 0% | -4% | 6% | -13% | -44%
CCCNc1ccc(C(=O)OCC)cc1[N+](=O)[O-] | -30 | u | 4% | 21% | u | -7%
Cc1ccc(C(=O)O)cc1-n1c(C)ccc1-c1ccccc1 | 16 | 1% | x | 32µM* | x | x
Nc1nnc(-c2ccccc2F)s1 | -19 | -5% | 2% | -8% | 5% | 25%
O=C(/C=C/c1ccccc1[N+](=O)[O-])N1CCCCC1 | 31 | -5% | -11% | -7% | 0% | -21%
CCN(CC)C(=O)COC(=O)c1cc(-c2ccc(OC)cc2)nc2ccccc12 | 51 | 6% | -6% | -7% | 38%[activator] | 159%[activator]
Cc1ccc(C(=O)CC(SCC(=O)O)c2ccc([N+](=O)[O-])cc2)cc1 (centres undefined) | 5 | u | -7% | 1% | 0% | -30%
COc1ccc(-n2nc(C(=O)NCC(=O)N3CCCC(C)C3)c3ccccc3c2=O)cc1 (centres undefined) | 53 | u | 0% | -14% | -7% | 63%[activator]
CC1=C(C)CS(=O)N(S(=O)(=O)c2ccccc2)C1 (centres undefined) | -16 | 1% | 0% | -6% | 0% | -17%
CN(CC(=O)Nc1ccccc1Br)C(=O)CNC(=O)C1CCCCC1 | -10 | 6% | x | 6% | -6% | 4%
COC(=O)CCC(=O)Nc1ccc(Br)cc1 | 23 | -11% | 0% | -22% | 2% | -4%
CC(=O)Nc1ccc(NC(=O)C/C(C)=N/NC(=O)c2cccc3ccccc23)cc1 | 13 | 0% | 4% | -3% | 86%[activator] | -23%
COCC(=O)Nc1nc2n(n1)C(c1ccc(OC)cc1)CC(c1ccc(OC)cc1)N2 (centres undefined) | 6 | -3% | 2% | -4% | 32%[activator] | 52%
Fc1ccccc1C1CCN(Cc2nc(COc3ccccc3)no2)C1 (centres undefined) | -28 | 7% | -3% | -35% | -5% | 11%
COc1ccc(N2CCN(C(=O)c3ccc(CS(=O)Cc4ccc(Cl)cc4)o3)CC2)cc1 (centres undefined) | -10 | -11% | 6% | -18% | -2% | 139%[activator]
c1cncc(-c2nc(NCCCn3ccnc3)c3ccccc3n2)c1 | -67* | 1% | 7% | -2% | u | -17%
CCC(Oc1ccccc1)C(=O)Nc1ccc(OCc2cc(=O)n3ccc(C)cc3n2)cc1 (centres undefined) | 12 | 18% | x | -2% | x | x
COc1ccc(CCNC(=O)COC(=O)c2cc(S(=O)(=O)N3CCOCC3)ccc2C)cc1OC | -3 | x | x | x | 8% | 59%
COc1cc2c(cc1O)C(SC)=NC(C)(C)C2 | 42 | 0% | -4% | 0% | 0% | -20%
O=C(CCCN1CCc2[nH]c3ccc(F)cc3c2C1)c1ccc(F)cc1 | 31 | 0% | -12% | 1% | -30% | 56%
C[C@H](NS(=O)(=O)c1ccc(Cl)cc1)C(=O)OCC(=O)NC(=O)Nc1ccc2c(c1)OCCO2 | -11 | -13% | -7% | 1% | 4% | -30%
O=C(COC(=O)C1=NN(c2ccccc2)C(=O)CC1)NCc1ccccc1Cl | -5 | 4% | x | 1% | -2% | -25%
O=C(Cn1c(SCC(=O)Nc2ccc(F)cc2)nc2ccccc21)NCc1ccc(F)cc1 | -34 | 3% | x | 0% | x | x
CC1=C(C(=O)OCC(C)C)C(c2cccs2)NC(=S)N1 (centres undefined) | -26 | -3% | 0% | 2% | 24% | -7%
C#CCOCCOCCOCCNc1nc(N2CCN(C(=O)CCCCCCCCCCNC(=O)[C@H]([C@@H](C)CC)n3cc(CCCCCN)nn3)CC2)nc(N2CCN(C(=O)CCCCCCCCCCNC(=O)[C@H](CCCCN)n3cc(CCCC(=O)O)nn3)CC2)n1 | x | 21% | x | -4% | -12% | 344%[activator]
Cc1cccc(OCC(=O)Nc2ccccc2F)c1 | -27 | 0% | -2% | -12% | -7% | -17%
CN(CCN1CCOCC1)C(=O)CC1C(=O)NCCN1Cc1ccccc1F (centres undefined) | 31 | -5% | x | u | -5% | -8%
O=C(COc1ccc(Br)cc1Br)NNC(=O)c1cccs1 | 140 | -4% | -3% | -8% | 66%[activator] | -42%
COc1ccccc1NCCC(=O)OCC(=O)Nc1ccccc1F | -11 | x | x | x | -3%[11.6 µM] | -18%

# Fetched by compound from above (4):
Structure | HCMV inh | AmpC inh detg | FBPA Giardia inh | Sm TGR block | AMA1-RON2 inh | AmpC inh no detg
O=C(COc1ccc(Br)cc1Br)NNC(=O)c1cccs1 | 140 | -4% | -3% | -8% | 66%[activator] | -42%
Cc1cccc(OCC(=O)Nc2ccccc2F)c1 | -27 | 0% | -2% | -12% | -7% | -17%
O=C(Cn1c(SCC(=O)Nc2ccc(F)cc2)nc2ccccc21)NCc1ccc(F)cc1 | -34 | 3% | x | 0% | x | x
CC1=C(C(=O)OCC(C)C)C(c2cccs2)NC(=S)N1 (centres undefined) | -26 | -3% | 0% | 2% | 24% | -7%

# (further entries)
Structure | HCMV inh | AmpC inh detg | FBPA Giardia inh | Sm TGR block | AMA1-RON2 inh | AmpC inh no detg
O=C(COC(=O)C12CC3CC(CC(C3)C1)C2)NCc1ccco1 | -20 | -16% | -6% | u | 0% | -29%
Cc1ccc(CNC(=O)CSc2nc3c(sc4ccccc43)c(=O)n2CCCOC(C)C)cc1 | 7 | -2% | x | -5% | x | x
COc1cccc2sc(N3CCN(C(=O)c4ccco4)CC3)nc12 | -1 | 2% | x | 9% | -15% | 28%
O=C(O)c1ccc(COc2ccc3ccccc3c2/C=C2/NC(=O)N(c3ccccc3)C2=O)cc1 | -6 | -2% | 10% | 1% | -5% | -54%
Nc1nc(Sc2ncccc2[N+](=O)[O-])n[nH]1 | 6 | -7% | 2% | 2% | 1% | -12%
Cc1ccc(NC(=O)c2ccc3snnc3c2)cc1Cl | 2 | 18% | x | -3% | x | x
CCc1ccc(CNC(=O)c2cc3ccccn3n2)cc1 | 82 | 1% | x | -1% | x | x
COc1cc(NC(=O)CSc2nc3c(c(=O)n(C)c(=O)n3C)n2C)cc(OC)c1 | -25 | 3% | 8% | -2% | 14% | -5%
NC(=O)CSc1nnc(Cn2cnc3ccccc32)o1 | -6 | -5% | -11% | -11% | 3% | -16%
O=C1c2ccccc2C2(c3ccc(F)cc3)NCCN12 (centres undefined) | u | -5% | 0% | -4% | -12% | 10%
Cc1cc(N2CCCC2=O)cc(C)c1S(N)(=O)=O | 23 | -1% | 1% | -3% | 21% | -11%
C#CCOCCOCCOCCNc1nc(N2CCN(C(=O)CCCCCCCCCCNC(=O)[C@@H](CCC(=O)O)n3cc(CCCCCN)nn3)CC2)nc(N2CCN(C(=O)CCCCCCCCCCNC(=O)[C@H](CO)n3cc(CCCCCN)nn3)CC2)n1 | x | 3% | x | u | -23% | 318%[activator]
O=C(Oc1cccc(N2C(=O)CCC2=O)c1)C1CC(=O)N(c2ccc(Br)cc2)C1 (centres undefined) | 26 | -5% | 3% | 2% | -2% | 15%
CCn1c(SCC(=O)Nc2nc(C)c(C(=O)OC)s2)nnc1C(C)C | 6 | u | 6% | 0% | u | 2%
CCC(=O)Nc1cc(C(=O)O)ccc1S(=O)(=O)c1ccc(C)cc1 | 21 | -10% | 0% | -3% | 10% | -19%
COc1cc(OC)c(OC)cc1CNC(=O)c1cc(S(=O)(=O)N2CCOCC2)ccc1F | -29 | 10% | x | 2% | 0% | -3%
NC(=O)CC(NC(=O)c1cccc(Br)c1)c1ccc(NC2CCN(Cc3ccccc3)CC2)c([N+](=O)[O-])c1 (centres undefined) | -39 | 0% | 11% | 27% | -20% | 4%
O=C1Nc2ccccc2N(O)N1c1ccc(Cl)cc1 | -7 | 0% | 1% | x | -2% | -13%
O=C(Cc1ccc(-n2cnnn2)cc1)NC12CC3CC(CC(C3)C1)C2 | 35 | u | 1% | -5% | -6% | -11%
CC(Oc1ccc(Cl)cc1Cl)c1nc(-c2ccc(NC(=O)c3ccccn3)cc2)no1 (centres undefined) | -31 | -7% | 0% | -3% | -13% | -21%
Cc1ccc(S(=O)(=O)NCC(=O)N(CC(=O)NCc2ccco2)C2CCCC2)cc1 | -35 | 10% | -5% | -7% | -15% | 12%
CCC(=O)NC1CC(=O)N(c2ccc3c(c2)OCCO3)C1 (centres undefined) | 44 | 2% | x | 13% | x | x
Cc1cc(C)n2nc(S(=O)(=O)NC3CCCCC3)nc2n1 | 14 | -10% | 6% | 4% | -4% | 2.5µM*
c1ccc(Cn2c(SCc3cn4cccnc4n3)nnc2-c2ccco2)cc1 | -11 | -3% | 3% | -13% | -21% | -3%
CC1(C)CC(N2CCN(c3ccccc3)CC2)=CC(=[N+]2CCCC2)C1 | -98* | u | 9% | -4% | 9% | -1%
COC(=O)[C@@]1(Cc2ccccc2)[C@H]2C(=O)N(Cc3ccccc3)C(=O)[C@H]2[C@H]2CN=C(SCc3ccccc3)N21 | -36 | x | x | x | -19% | -5%
COc1cc(OC)c(NC(=O)c2c(C)nn(-c3ccc(C)cc3)c2-n2cccc2)cc1Cl | -9 | -7% | x | -8% | x | x
COc1ccc(C2=Nn3c(nnc3-c3ccco3)SC2)cc1OC | 88 | -2% | 0% | -33% | -1% | -26%
N#Cc1nc(NCC(F)F)nc(Nc2cc(F)cc(F)c2)n1 | -38 | 2% | x | -28% | x | -35%
CCOc1ccccc1NC(=S)Nc1ccccc1F | -4 | 5% | 0% | -18% | 0% | u
CC1CCCN(c2sc(S(C)(=O)=O)nc2S(=O)(=O)c2ccc(Cl)cc2)C1 (centres undefined) | -30 | -1% | x | -21% | -8% | 8%
COc1ccc(N=c2cc(-c3ccc(OC)cc3)oc3ccccc23)cc1 | u | u | -4% | -4% | 13µM* | -26%
CC(C)c1ccc(OCC(=O)NNC(=S)NC(=O)c2cccs2)c(Br)c1 | 39 | 11% | x | -9% | 62%[activator] | 7%
Cc1cc(C2=NNC(=NCc3ccccc3)SC2)c(C)n1-c1c(C)n(C)n(-c2ccccc2)c1=O | -10 | -11% | 1% | -3% | 69%[activator] | 65%[activator]
O=S(=O)(c1ccc(OCC(O)CN2CCN(c3ccccc3O)CC2)cc1)N1CCOCC1 (centres undefined) | -36 | u | -1% | 3% | -9% | 28%
CCOc1ccccc1Oc1c(C)oc2c(CN3CCN(C)CC3)c(O)ccc2c1=O | 25 | -8% | 3% | -2% | -1% | -2%
CSc1ccc(CCNC(=O)CCc2c(C)nc3c(c(C)nn3-c3ccc(C)c(C)c3)c2C)cc1 | 11 | -1% | x | 10% | x | x

# Screening data as filed in PubChem BioAssay.
